CSN inh – blocks human CSN-mediated cullin deneddylation | Purified CSN, SCF-Nedd8-OG deneddylation, fluorescence polarization | inhibition, % at 12.5 µM | 360,000 tested, 0.38% active | AID 651999;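 active = pattern-corrected inhibition above about 35%, with an unprinted fluorescence ratio check between 0.5 and 1.5, limit read from the data, passing the limit was not always enough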;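 note: 0% = enzyme with substrate and 100% = substrate without enzyme; some results filed as inactive read as strong as hits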
Target sequence (Q92905 whole entry, looked up, one chain of several): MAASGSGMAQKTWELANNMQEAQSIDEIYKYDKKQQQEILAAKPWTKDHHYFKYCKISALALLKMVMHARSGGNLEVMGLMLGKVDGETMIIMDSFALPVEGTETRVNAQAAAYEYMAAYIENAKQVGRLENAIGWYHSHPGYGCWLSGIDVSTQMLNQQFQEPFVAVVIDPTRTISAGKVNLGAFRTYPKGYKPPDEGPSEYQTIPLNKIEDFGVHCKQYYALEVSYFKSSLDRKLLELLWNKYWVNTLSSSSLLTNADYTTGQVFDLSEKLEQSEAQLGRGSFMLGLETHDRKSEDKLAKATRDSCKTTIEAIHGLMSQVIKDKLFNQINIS
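Material: human Csn5 produced in HEK293T cells; Input: enzyme 0.24 nM; Reagent: SCFSkp2-Nedd8OG substrate at 10 nM final; Dosing: 12.5 µM compound; Incubation: 90 min reaction at room temperature; Detection: fluorescence polarization of the substrate; Evaluation: % inhibition of substrate cleavage by Csn5; Control set: substrate-only high control, full reaction low control.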
DNMT1 block – inhibitors of human DNMT1. AID 588458. DNMT1 molecular beacon, Hinp1I cleavage, fluorescence. inhibition (reported as % activation of signal), % at 10 µM. 360,000 tested, 0.83% active; in the data active = inhibition above about 50%
Scp-1 inhibitor – Scp-1 (human) phosphatase inhibition | Recombinant Scp1, phosphopeptide, malachite green phosphate absorbance | inhibition, % at 20 µM | 340,000 tested, 0.88% active;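 active = inhibition above about 50% at 20 µM, limit read from the data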;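 note: plate controls were DMSO wells with enzyme for no effect and wells lacking enzyme for full effect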
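Times: enzyme reaction 45 min at room temperature, colour 5 min, stabilisation 30 min. Material: SCP-1 catalytic fragment, aa 76-261. Medium: Acidic Tris acetate buffer with magnesium and detergent. Signal: colorimetric free-phosphate detection, absorbance 630 nm. Read-out basis: % inhibition of SCP-1 phosphate liberation. Reagent: Phosphorylated 17-residue peptide substrate.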
TbMetRS inhib – blocks T. brucei methionyl-tRNA synthetase activity. 360,000 tested, 0.4% active. purified T. brucei MetRS, ATP depletion, Kinase-Glo luminescence. inhibition, % at 11.9 µM. AID 624268;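 active = inhibition above a per-plate cutoff of the control wells' mean inhibition plus 3 SD, cut at about 5.5% in these data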;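 note: 0% = DMSO wells median and 100% = median of wells with control inhibitor compound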
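technique = Kinase-Glo luminescence, ATP depletion format | system = purified MetRS (methionyl-tRNA synthetase) enzyme from Trypanosoma brucei | timing = 15 min preincubation, 2 h reaction, all 25 °C | evaluation = percent inhibition versus plate control medians | dosing = single dose, 11.9 µM final nominal, 0.9% final DMSO | also added = substrates ATP, L-methionine and bulk Escherichia coli tRNA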
STEP inh – blocks human striatal-enriched tyrosine phosphatase | recombinant STEP, OMFP fluorogenic substrate, fluorescence | 360,000 tested, 0.25% active | P54829 | inhibition, % at 20 µM;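 active = inhibition at 20 µM, scaled per plate between control wells, above about 37%, limit read from the data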;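 note: 0% = DMSO with enzyme and substrate and 100% = substrate only without enzyme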
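Assay system: isolated STEP enzyme / Timing: 20 min at room temperature, dark / Doses: 20 µM, 1% DMSO / Technique: fluorescence intensity, excitation 480 nm, emission 540 nm / Reagent: fluorogenic phosphatase substrate OMFP at 25 µM final / Measure: percent inhibition scaled to no-enzyme and uninhibited-enzyme controls, plate-pattern corrected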
PABP1 MLLE inh – blocks PAM2 peptide binding to the PABP1 MLLE domain | AID 588489 | 360,000 tested, 0.36% active | GST-MLLE / FITC-PAM2 fluorescence polarization | inhibition, % at 20 µM | P11940; in the data active = inhibition above about 35%, passing the limit was not always enough;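 note: plate controls were DMSO wells with GST-MLLE for no effect and wells lacking GST-MLLE protein for full effect; some results filed as inactive read as strong as hits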
Target sequence (P11940 whole entry, looked up, the tested form may be a part): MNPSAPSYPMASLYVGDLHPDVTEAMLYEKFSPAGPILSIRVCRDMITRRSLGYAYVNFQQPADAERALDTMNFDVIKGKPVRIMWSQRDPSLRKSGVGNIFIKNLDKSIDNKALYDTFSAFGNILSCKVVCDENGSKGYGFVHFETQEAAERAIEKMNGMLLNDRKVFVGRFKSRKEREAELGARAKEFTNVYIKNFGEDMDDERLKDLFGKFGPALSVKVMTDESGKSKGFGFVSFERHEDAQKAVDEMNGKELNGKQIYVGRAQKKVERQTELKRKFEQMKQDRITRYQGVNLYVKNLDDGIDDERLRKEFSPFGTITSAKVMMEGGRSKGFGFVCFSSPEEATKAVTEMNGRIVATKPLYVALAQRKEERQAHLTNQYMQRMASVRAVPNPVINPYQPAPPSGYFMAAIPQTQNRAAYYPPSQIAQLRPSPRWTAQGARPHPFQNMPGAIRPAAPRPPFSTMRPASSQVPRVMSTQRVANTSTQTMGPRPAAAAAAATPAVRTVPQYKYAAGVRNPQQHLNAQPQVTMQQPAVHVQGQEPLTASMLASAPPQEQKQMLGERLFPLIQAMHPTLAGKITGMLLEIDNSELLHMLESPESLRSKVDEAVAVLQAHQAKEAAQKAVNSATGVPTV
NadD inh – blocks S. aureus nicotinate mononucleotide adenylyltransferase; inhibition, % at 20 µM; 360,000 tested, 0.78% active; purified NadD enzyme, colorimetric absorbance read-out; in the data active = inhibition above about 26%; note: some compounds past the cut are filed as inactive
SUMO1 PPI mod – alters human SUMO1 binding to SIM partners; 360,000 tested, 0.33% active; inhibition, % at 20 µM; SUMO1 binding to a labelled peptide, TR-FRET, 1 h; in the data active = inhibition above about 37%
Target sequence (P63165 whole entry, looked up): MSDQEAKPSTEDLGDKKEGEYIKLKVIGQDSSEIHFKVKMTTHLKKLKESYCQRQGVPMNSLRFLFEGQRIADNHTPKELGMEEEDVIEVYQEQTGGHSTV
LMPTP inh – blocks human LMPTP phosphatase | P24666 | recombinant LMPTP-A, OMFP fluorogenic substrate, fluorescence intensity | inhibition, % at 20 µM | 360,000 tested, 0.22% active | AID 651560;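 active = compounds that cut the enzyme signal by at least half of the control window in the single-dose screen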;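 note: plate controls were DMSO wells with enzyme plus substrate for no effect and substrate without enzyme for full effect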
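Material: LMPTP-A; amount: 0.625 nM enzyme; doses: single 20 µM dose; times: reaction 50 min, room temperature, dark; technique: fluorescence intensity of OMFP turnover product; benchmarks: no-enzyme and uninhibited controls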
Rpn11 block – blocks the human proteasome subunit Rpn11. calls only at 20 µM. human 26S proteasome, Ub4-pepOG fluorescence polarization; 20S core pre-blocked with epoxomicin. AID 588493. 360,000 tested, 0.59% active;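 active = inhibition at 20 µM, scaled to each plate's controls, above about 33%, limit read from the data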
An asterisk follows results filed as active; i = inactive; . = no result given.

SMILES	CSN inh	DNMT1 block	Scp-1 inhibitor	TbMetRS inhib	STEP inh	PABP1 MLLE inh	NadD inh	SUMO1 PPI mod	LMPTP inh	Rpn11 block
Cc1ccc(-n2nnnc2SCC(=O)Nc2ncc(Cc3ccccc3Cl)s2)cc1	-1	27	2	0.2	6	-1	7	-5	0.1	i
Cc1ccc(C(=O)NNC(=O)C2CCN(c3ncccn3)CC2)cc1	3	1	-1	-0.2	-1	-12	-2	3	0.6	i
Cc1ccccc1NCC(=O)N/N=C\c1ccc2c(c1)OCO2	5	0	-8	-0.2	-2	4	-6	-7	-1.2	i
Cc1ccc(C)c(NC(=O)Cn2cc(C(=O)C3CC3)c3ccccc32)c1	2	1	25	-0.3	1	-99	-4	4	0.2	i
CCCCn1c(N)c(N(CCOC)C(=O)CCNC(=O)NC23CC4CC(CC(C4)C2)C3)c(=O)[nH]c1=O	0	0	5	-0.4	-3	-32	0	-1	-1.2	i
CC1CC(C)CN(C(=O)Cn2nnc(-c3ccccc3)n2)C1 (stereo not drawn)	4	1	-6	-0.2	0	10	8	-3	-0.1	i
C=C[C@]1(C)C=C2CC[C@H]3[C@@](C)(CCC[C@@]3(C)C(=O)O)[C@@H]2CC1	4	11	-8	-0.5	-2	-1	4	4	0.8	i
Cc1nc2cc(NC(=O)Nc3nccs3)ccc2n1C	2	4	-1	0.7	1	-3	-3	5	0.4	i
O=S(=O)(c1ccccc1)c1nc(-c2ccccc2Cl)oc1NCCN1CCOCC1	-6	-8	-6	-0.7	2	7	-6	2	-2.7	i
NC(=O)C1=C[C@H](c2ccccc2)C[C@H](OCc2ccc(CO)cc2)O1	4	-4	-6	-0.3	2	13	-7	-1	-1.3	i
CSc1ccccc1NC(=O)CSc1nnc(Cc2ccccc2)o1	-4	2	-5	0.6	0	-4	2	0	-1.3	i
CCc1ccc(NC(=O)CCCN2C(=S)NC(C)(C)CC2C)cc1 (stereo not drawn)	-5	0	5	-0.7	2	-98	3	-3	-1.6	i
Cc1ccc(OCCNC(=O)Cc2ccc(S(=O)(=O)N3CCOCC3)s2)cc1	1	-6	-8	-0.4	1	-9	2	-8	0.6	i
NS(=O)(=O)c1ccc(Cl)cc1[N+](=O)[O-]	-2	3	5	-0.6	-1	-10	-5	-22	-2.6	i
C/C=C/C=C/C(=O)Nc1nccs1	-7	6	-4	-0.1	0	14	0	-3	-1.2	i
COc1ccc(-c2nn(CCC#N)cc2C=C(C#N)C#N)cc1	7	1	-7	-0.1	1	14	-6	-19	0.1	i
N/C(=N\OC(=O)CCC1CCCC1)c1ccncc1	-12	5	3	-0.8	2	-10	1	-2	-0.4	i
Cc1ccc(SCc2noc(-c3c(C)noc3C)n2)cc1	-5	1	-7	-0.3	3	2	-4	2	1.0	i
COc1ccc(NC(=O)CN(C)C(=O)C2CC(=O)N(c3ccc4c(c3)OCCO4)C2)cc1 (stereo not drawn)	2	-3	-1	-0.5	-1	8	4	-51	-9.6	i
O=C(O)c1ccc(/C=C/c2nc3ccccc3c(=O)[nH]2)cc1	0	0	3	0.0	-1	-1	-1	-7	-0.5	i

Quoted from the listing (five entries):
SMILES	CSN inh	DNMT1 block	Scp-1 inhibitor	TbMetRS inhib	STEP inh	PABP1 MLLE inh	NadD inh	SUMO1 PPI mod	LMPTP inh	Rpn11 block
COc1ccc(-c2nn(CCC#N)cc2C=C(C#N)C#N)cc1	7	1	-7	-0.1	1	14	-6	-19	0.1	i
N/C(=N\OC(=O)CCC1CCCC1)c1ccncc1	-12	5	3	-0.8	2	-10	1	-2	-0.4	i
Cc1ccc(SCc2noc(-c3c(C)noc3C)n2)cc1	-5	1	-7	-0.3	3	2	-4	2	1.0	i
COc1ccc(NC(=O)CN(C)C(=O)C2CC(=O)N(c3ccc4c(c3)OCCO4)C2)cc1 (stereo not drawn)	2	-3	-1	-0.5	-1	8	4	-51	-9.6	i
O=C(O)c1ccc(/C=C/c2nc3ccccc3c(=O)[nH]2)cc1	0	0	3	0.0	-1	-1	-1	-7	-0.5	i

Remaining list, next part:
SMILES	CSN inh	DNMT1 block	Scp-1 inhibitor	TbMetRS inhib	STEP inh	PABP1 MLLE inh	NadD inh	SUMO1 PPI mod	LMPTP inh	Rpn11 block
O=[N+]([O-])c1ccc(O)c(C=Nc2cccc3ncccc23)c1	-1	-4	-4	-0.5	-2	6	1	-15	11	i
Cc1ccc(OCCNC(=O)[C@H]2O[C@@H](n3ccc(N)nc3=O)[C@H](O)[C@@H]2O)cc1C	-1	1	.	-0.4	2	-1	-1	3	-0.1	i
COc1ccccc1Oc1ccccc1[N+](=O)[O-]	0	1	-10	0.2	-3	11	-8	-2	-1.2	i
COc1ccc(C(=O)Nc2cc(Cl)ccc2OC(=O)c2ccc(OC)cc2)cc1	0	2	16	0.4	5	-14	-5	4	2.7	i
COc1ccc(Cc2nnc(SCc3nc4ccccc4c(=O)[nH]3)o2)cc1	3	2	-5	-0.7	-2	-28	1	1	-1.5	i
O=C(CNC(=O)c1ccccc1Cl)NCC(c1cccs1)N1CCOCC1 (stereo not drawn)	2	-2	-5	-0.3	-1	5	3	-65	-9.6	i
COc1ccc(S(=O)(=O)N2CCC3CC2c2cc(N4CCOCC4)ccc23)cc1 (stereo not drawn)	0	7	0	0.5	-2	13	0	2	-0.1	i
Clc1ccc2c(N/N=C/c3ccccc3Br)ccnc2c1	6	28	6	-0.3	7	-4	15	-2	12	i
COc1ccccc1NC(=O)CSc1ccc2nnc(-c3ccncc3)n2n1	1	1	-16	-0.1	-2	-3	4	-2	-1.1	i
Nn1c(SCC(=O)NCCC2=CCCCC2)nnc1-c1cccnc1	4	-2	1	0.0	-2	-26	9	5	-1.9	i
O=C(C[n+]1cccc(C(=O)Nc2ccccc2)c1)c1ccc(Cl)cc1	-2	.	.	0.2	.	.	2	-12	-2.0	.
COc1ccc(C(=O)Cn2cc([N+](=O)[O-])nc2C)cc1	0	0	-2	0.1	1	3	1	-6	-0.5	i
Cn1c(N)c(C(=O)N/N=C/c2ccccc2)sc1=S	-1	-6	0	-0.8	0	-8	1	-3	-0.3	i
CCOC(=O)c1c2c3c(cccc3[nH]c1=O)C(=O)c1ccccc1-2	-6	2	-4	-1.4	-1	11	6	2	-0.3	i
Cc1ccc(S(=O)(=O)C2(S(=O)(=O)c3ccc(C)cc3)CC2)cc1	-6	-4	-7	-0.8	-2	-1	-4	5	-0.7	i
CCn1nc(C(=O)OCC(=O)c2ccc(F)cc2)c2ccccc2c1=O	-3	12	-1	-1.0	-2	-16	-4	2	0.5	i
Cc1ccc(S(=O)(=O)NNC(=O)c2ccc(O)cc2)cc1	0	1	-1	0.6	-2	-6	0	3	-0.3	i
Cc1ccc(NC(=O)CSc2nnnn2C2CC2)cc1S(=O)(=O)N1CCOCC1	-8	1	1	-0.5	-2	-15	-2	6	-2.2	i
FC(F)(F)c1cccc(Cc2noc(CN3CCC(N4CCCCC4)CC3)n2)c1	-6	-2	-1	0.1	-3	-2	-7	2	-1.6	i
COc1ccc(NC(=O)NNC(=O)COc2ccc3ccccc3c2)cc1	-4	9	-10	0.1	2	-16	-7	1	-0.8	i
Cc1ccc(Sc2ccc(/C=N/O)cc2[N+](=O)[O-])cc1	5	-3	-11	0.2	-4	8	-6	-30	0.4	i
CCOC(=O)C1(C)CCCN(C(=O)c2ccc(OC)c(OC)c2)C1 (stereo not drawn)	-2	5	.	-0.2	-4	1	2	-4	-1.6	i
COCCNC(=O)c1cccc(OC2CCN(C(C)COc3ccccc3)CC2)c1 (stereo not drawn)	-4	-1	-7	0.2	0	9	5	-3	-0.3	i
Cc1ccc2cc3c(NC(=O)c4ccco4)nn(C)c3nc2c1	0	-4	0	-0.4	19	0	-26	-9	0.9	i
Cc1cccc(C(=O)N(Cc2ccco2)c2c(N)n(Cc3ccccc3)c(=O)[nH]c2=O)c1	-1	2	-7	-0.2	-3	3	1	3	-0.7	i
CCC(=O)N(CCC1(C(C)C)CCOC(C)(C)C1)Cc1ccco1 (stereo not drawn)	1	1	-8	-0.8	-3	0	-3	3	-1.7	i
COc1ccc(OC)c(S(=O)(=O)n2ccc(C)n2)c1	0	-4	-7	-1.5	1	-9	-2	0	-2.4	i
CCCN(C(=O)C(NC(=O)c1ccccc1)C(C)C)c1c(N)n(Cc2ccccc2)c(=O)[nH]c1=O (stereo not drawn)	-4	3	-8	0.0	1	3	-4	2	-0.4	i
Cc1cccc(NC(=S)NC2CC3CCCC(C2)N3CC(C)C)c1 (stereo not drawn)	1	2	-10	1.4	4	14	-4	5	-2.1	i
NS(=O)(=O)c1ccc(CCNS(=O)(=O)c2cccc(C(=O)O)c2)cc1	4	4	6	0.2	1	4	-6	4	0.5	i
Cc1cccc(C(=O)N[C@H](C(=O)Nc2ccc(S(=O)(=O)NC3=NCCCCC3)cc2)C(C)C)c1	5	-4	-11	0.1	-1	-35	-6	4	-1.8	i
CCN(CC(=O)Nc1c(F)cccc1F)C(=O)c1cccc(S(=O)(=O)N2CCN(c3ccccc3)CC2)c1	-1	-4	-8	-0.3	2	-7	-6	-3	-1.4	i
CC(C)c1cc(CNC(=O)CCc2nnc(CCCc3ccccc3)o2)on1	0	-1	-7	-0.5	1	4	0	-2	-0.2	i
O=c1[nH]cc(NCCNc2ncc(C(F)(F)F)cc2Cl)c(=O)[nH]1	0	4	-3	1.2	0	-1	-1	-3	-0.8	i
O=C1NC[C@H](Cc2ccccc2)N(C[C@@H]2CCCN2C[C@H](Cc2ccc(O)cc2)N2C[C@H](Cc3ccccc3)N(CCc3ccccc3)C(=O)C2=O)C1=O	3	.	.	-0.8	.	.	30*	4	6.7	.
Cc1cccnc1NC(=O)Nc1cccc2ccccc12	1	-1	0	-0.1	1	-2	1	-7	0.9	i
CS(=O)(=O)N(Cc1nnc(-c2cccs2)o1)c1ccc(Cl)cc1F	5	-3	-8	-0.5	0	-5	-1	-3	0.1	i
CCOc1ccc(CCNC(=O)c2cn(C)c3ccc(S(=O)(=O)N4CCOCC4)cc3c2=O)cc1OCC	4	-6	-7	0.4	-1	-11	-5	-3	0.3	i
CCN1CCN(C(=O)c2ccc(CS(=O)(=O)Cc3ccccc3F)o2)CC1	-1	0	-4	-0.8	1	-2	-2	0	-4.1	i
